# Screens (PubChem)
# PTAP TSG101 blk – blocks PTAP/TSG101 interaction to inhibit HIV-1 budding. Q99816. Fluorescence polarization, FITC-PTAP peptide / Tsg101 binding. Potency, µM (series often up to 115 µM), inactives show at the highest dose activity change, negative = inhibition, actives largely listed as inhibitors. 340,000 tested, under 10 active. AID 493005; active = well fitted inhibition curve with a large enough effect in the main read-out, with a control signal flat, not every such curve was filed as active; inconclusive = small, poorly fitted or top-dose-only effect, or effect the other way, or a change in a side signal; inactive = no such curve, though single readings can be large or run the other way; also: potency is read from the fitted curve at half-maximal effect; % of control where 0% means no effect
#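 Steps: Tsg101 binding domain dispensed (10 uM final), compounds pinned in DMSO, FITC-labeled PTAP-motif peptide added (50 nM final); after 20 min binding at room temperature, polarization measured.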
# uPA surface inh – inhibitors of cell surface uPA generation. cell surface uPA generation assay, qHTS. Potency, µM (series often up to 38.3 µM), without a hit: at the top dose activity change, negative = inhibition, actives largely listed as inhibitors. hit rate 0.31% among 330,000. AID 540303; active = well fitted inhibition curve with a large enough effect; inconclusive = small, poorly fitted or top-dose-only effect; inactive = no such curve, though single readings can be large or run the other way; tested in mouse RAW 264.7 cells; also: potency is read from the fitted curve at half-maximal effect; % is scaled to controls: 0 for no effect and ±100 for the full control effect; nearly all actives have a fitted effect of over 55% in size
# TSHR antagonist – antagonists of human thyroid stimulating hormone receptor | hit rate 0.2% among 330,000 | AID 504810 | TSHR-expressing cells, TSH-stimulated cAMP HTRF, 2 h; stronger effect = lower value | P16473 | activity change, negative = inhibition, % at 11.5 µM;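 active = activity change below a set negative limit, meaning inhibition stronger than a set level, cut at about -70% in these data; inconclusive = activity change between two set negative limits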; also: % is scaled to controls: 0 for no effect and ±100 for the full control effect
#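 Read-out is FRET at 665 nm (cryptate excitation 337 nm) from a cryptate-tagged anti-cAMP antibody, competed by cell cAMP against cAMP-d2. Compounds are tested on freshly harvested TSHR cells challenged with 4nM TSH (EC80) for 2 hours at 37 deg C.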
# B2AR arrestin – recruits beta-arrestin to the human beta2-adrenergic receptor | P07550 | beta-arrestin recruitment to beta2AR, cell-based reporter | Potency, µM (titrated, usually from 46.1 µM), without a hit: top-dose activation, most hits filed as activators | hit rate 0.02% among 330,000 | AID 492947;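 also: potency is read from the fitted curve at half-maximal effect; 0% = DMSO controls and full agonism = EC100 isoproterenol or metaproterenol; nearly all actives have a fitted effect of over 65% in size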
# Chronic BCR inh – chronic active BCR signaling inhibition. ABC-DLBCL IkBa-CBG/CBR reporter, luminescence ratio, 4 h. AID 493014. Potency, µM (doses to about 46.1 µM), without a hit: at the top dose ratio change, negative = lower green/red ratio, usual class: inhibitors. hit rate 0.05% among 340,000; active = well fitted inhibition curve with a large enough effect in the signal ratio, with a control signal flat, not every such curve was filed as active; inconclusive = small, poorly fitted or top-dose-only effect, or effect the other way, or a change in a side signal; the % refers to the signal ratio;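 also: potency is read from the fitted curve at half-maximal effect; plate controls were basal doxycycline-induced cells for no effect and cells given 10 µM MG132 for full effect; MG132 reads +100%, hits lower the ratio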
#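 TMD8 human ABC-DLBCL cells with doxycycline-inducible IκBα–green luciferase fusion and unfused red luciferase, in 0.5% FBS medium; compounds up to 46 uM, 4 h at 37C. Green/red luminescence ratio, filter-overlap corrected, fitted to concentration-response curves.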
# ELG1 DNA repair – blocks ELG1-dependent DNA repair in HEK293T cells. HEK293T ELG1-luciferase reporter, luminescence, 16 h; DNA damage induced by 5-fluorouridine. Potency, µM (doses to about 46.1 µM), inactives show top-dose activity change, negative = inhibition, actives largely listed as inhibitors. hit rate 2.3% among 330,000. AID 504467; also: potency is read from the fitted curve at half-maximal effect; % is scaled to controls: 0 for no effect and ±100 for the full control effect; nearly all actives have a fitted effect of over 55% in size
#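 HEK293T cells expressing luciferase-tagged ELG1 (2,000/well) received 5-Fluorouridine plus compound or DMSO for 16 hr at 37 °C. Luciferase was read by ONE-Glo luminescence after 30 min at room temperature.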
# TCR activator – T cell receptor activation; primary human leukocytes, anti-CD3, IL-2 HTRF, 48 h; Potency, µM (series often up to 9.22 µM), without a hit: at the highest dose activation of IL-2 secretion, most hits filed as activators; 330,000 tested, under 10 active; AID 504894; also: % of control where 0% means no effect
#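 Using a-CD3 beads without co-stimulation, primary human leukocytes were exposed to compounds for 48 hr. An HTRF IL-2 kit measured the cytokine, with europium-to-d2 energy transfer producing emission at 665nm upon 320nm excitation.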
# Eya2 inh – inhibitors of human Eya2 phosphatase activity | recombinant Eya2, OMFP fluorescence dephosphorylation (OMFP is methylfluorescein phosphate) | Potency, µM (top dose mostly 76.9 µM), for inactives: at the highest dose activity, negative = inhibition, usual class: inhibitors | hit rate 0.006% among 330,000; also: potency is read from the fitted curve at half-maximal effect; % is scaled to controls: 0 for no effect and ±100 for the full control effect
# Target sequence (O00167 whole entry, looked up): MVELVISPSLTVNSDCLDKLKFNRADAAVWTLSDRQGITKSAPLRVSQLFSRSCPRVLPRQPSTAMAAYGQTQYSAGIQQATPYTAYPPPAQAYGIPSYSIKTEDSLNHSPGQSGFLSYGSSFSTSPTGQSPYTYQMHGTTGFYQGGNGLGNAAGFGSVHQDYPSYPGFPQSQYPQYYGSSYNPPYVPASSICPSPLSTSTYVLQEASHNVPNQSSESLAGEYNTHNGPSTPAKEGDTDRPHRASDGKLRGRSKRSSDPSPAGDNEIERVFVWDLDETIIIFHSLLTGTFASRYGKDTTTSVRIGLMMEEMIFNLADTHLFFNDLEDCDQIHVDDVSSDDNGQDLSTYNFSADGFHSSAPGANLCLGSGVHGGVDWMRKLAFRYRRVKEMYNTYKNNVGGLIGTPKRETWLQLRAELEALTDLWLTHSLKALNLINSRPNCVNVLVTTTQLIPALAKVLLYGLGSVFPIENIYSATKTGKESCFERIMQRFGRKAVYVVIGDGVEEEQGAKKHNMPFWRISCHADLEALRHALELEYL
#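 Eya2 protein (added as 0.2 uM solution) was preincubated with compound for 10 min at ambient temperature in 50 mM HEPES pH 7.5, 50 mM NaCl, 5 uM MgCl2, 0.05% BSA, 1 mM DTT. OMFP (added at 50 uM) then reacted 10 min; fluorescence read at 485/525 nm.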
# Tb PFK inh – blocks T. brucei phosphofructokinase; AID 485367; hit rate 0.17% among 330,000; T. brucei PFK, ADP-Glo luminescence; O15648; Potency, µM (titrated, usually from 57.5 µM), inactives show at the highest dose activity, negative = inhibition, hits mostly inhibitors;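 also: potency is read from the fitted curve at half-maximal effect; 0% = uninhibited 1x PFK enzyme wells and -100% = no-enzyme wells; nearly all actives have a fitted effect of over 60% in size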
# Target sequence (O15648 whole entry, looked up): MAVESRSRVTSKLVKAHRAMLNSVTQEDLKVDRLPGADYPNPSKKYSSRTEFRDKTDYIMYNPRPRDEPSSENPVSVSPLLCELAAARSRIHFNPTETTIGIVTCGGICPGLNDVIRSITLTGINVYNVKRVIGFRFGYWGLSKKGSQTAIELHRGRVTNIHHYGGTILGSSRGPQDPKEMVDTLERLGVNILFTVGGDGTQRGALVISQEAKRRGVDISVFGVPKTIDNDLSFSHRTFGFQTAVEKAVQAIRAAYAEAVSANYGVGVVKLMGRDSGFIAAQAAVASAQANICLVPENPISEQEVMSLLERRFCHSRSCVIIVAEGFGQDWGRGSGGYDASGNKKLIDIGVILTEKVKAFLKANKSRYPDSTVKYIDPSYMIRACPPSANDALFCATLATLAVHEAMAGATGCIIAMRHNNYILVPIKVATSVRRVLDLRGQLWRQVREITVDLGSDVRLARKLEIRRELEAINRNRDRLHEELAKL
#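 Activity is normalized to no-enzyme wells (full inhibition) and 1.25 nM enzyme wells (no inhibition). Reaction: 0.5 mM F6P, 0.1 mM ATP, 45 min RT, ADP-Glo luminescence; concentration-response curves fitted and classed by quality.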
# USP2a block – blocks human ubiquitin-specific protease USP2a; O75604; hit rate 0.01% among 330,000; Potency, µM (top dose mostly 38.3 µM), inactives show top-dose activity change, negative = inhibition, actives largely listed as inhibitors; USP2 core, Ub-CHOP2 coupled fluorogenic reporter, 485/531;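 also: potency is read from the fitted curve at half-maximal effect; plate controls were DMSO wells for no effect and full inhibition by NEM control for full effect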
#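 Deubiquitinase activity read as fluorescence (485/531 nm) after Ub-CHOP2 cleavage activates the enterokinase reporter on its substrate; USP2 core 10nM, Ub-CHOP2 and substrate 25nM each, 30min compound preincubation then 60min RT; data normalized to NEM, curves fitted.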
# Mito fusion act – inhibitors of mitochondrial division or activators of mitochondrial fusion; S. cerevisiae fusion-defective mutant growth rescue, CellTiterGlo 48 h; AID 485298; hit rate 0.23% among 320,000; Potency, µM (doses to about 46.1 µM), for the others: at the highest dose growth rescue (activation), actives largely listed as activators;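 also: potency is read from the fitted curve at half-maximal effect; % of control where 0% means no effect; nearly all actives have a fitted effect of over 45% in size; temperature-sensitive fusion mutants such as fzo1-1 at 37 °C on non-fermentable ethanol glycerol medium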
#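 Compounds are tested for their ability to restore growth of mitochondrial fusion-defective yeast strains at non-permissive 37C in YPEG medium over 48 hours. Viability is quantified by luciferase luminescence.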
# * marks the source's active call; other numbers are inactive results; u = inconclusive; x = not tested or not shown; & = joins results of further samples; [ ] = another dose, or the depositor's remark. Unless noted, calls follow the shape of the dose curve; as a rule, active = well fitted curve in the direction sought with a large enough effect; inconclusive = small, poorly fitted or top-dose-only effect, or another doubt; inactive = no such curve, though single readings can be large; an effect the other way counts as inactive or inconclusive.
SMILES,PTAP TSG101 blk,uPA surface inh,TSHR antagonist,B2AR arrestin,Chronic BCR inh,ELG1 DNA repair,TCR activator,Eya2 inh,Tb PFK inh,USP2a block,Mito fusion act
COC(=O)CCCC1=CC2=C(c3ccccc3)C(=O)C(C)(OC(=O)C3CCCC3)C(=O)C2=CN1c1ccccc1 (configuration not stated),-5%,-5%,-16,0.3%,u,-3%,-1%,8%,3%,-2%,2%
C=CCn1c(C)nnc1SCC(=O)c1c(N)n(C2CC2)c(=O)[nH]c1=O,-6%,0%,8,-0.6%,3%,3%,3%,7%,1%,-4%,-6%
N#Cc1ccccc1Cn1c(=O)n(Cc2ccc(C(=O)NCc3ccco3)cc2)c(=O)c2sccc21,-4%,-8%,-14,-0.4%,-13%,-7%,-2%[46.1 µM],0%,-3%,2%,-2%
NS(=O)(=O)c1ccc(N2N=C(c3ccccc3)CC2c2ccccc2Cl)cc1 (configuration not stated),-3%,-11%,14,-0.3%,u,7%,-5%[46.1 µM],-3%,1%,-10%,x
S=C(NCc1cccs1)Nc1cc(Cl)cc(Cl)c1,-5%,-3%,-27,-1.1%,20%,u,-4%,-27%,0%,10%,-2%
O=C(CCCn1nnnc1CN1CCOCC1)N1CCN(c2ccccc2F)CC1,-1%,-3%,23,-0.4%,-13%,0%,-13%,6%,0%,-1%,-1%
CN(C)CCN(Cc1ccccc1)C(=O)C1CCN(c2ncnc3c2nc2n3CCCCC2)CC1,0%,2%,15,-0.4%,3%,6%,-3%,-2%,0%,0%,-2%
Cc1cccc(C)c1Nc1nnc(SCc2cn3cccc(C)c3n2)s1,-6%,-2%,16,1.8%,-4%,-2%,2%[46.1 µM],-16%,-5%,5%,3%
COc1ccccc1-c1nnc(SCC(=O)c2c(N)n(C3CC3)c(=O)[nH]c2=O)o1,-1%,8%,2,0.4%,-2%,28%,-2%,-2%,0%,-1%,-2%
Cc1ccccc1-c1nnn(CC(=O)Nc2cccc(S(N)(=O)=O)c2)n1,0%,6%,21,-0.2%,u,11%,2%,-17%,-4%,-1%,-3%
Cc1ccc2nc(C)c3c(c2c1)COC3,-2%,-4%,7,-0.1%,1%,7%,-4%[46.1 µM],-2%,-4%,4%,-12%
COCC(=O)Nc1cc(C(=O)Nc2ccccc2)ccc1Cl,x,x,0,-0.8%,u,u,x,-7%,-7%,4%,-8%
Cc1ccc(NC(=O)CCc2nnc3ccc(NCc4ccco4)nn23)cc1,-1%,-4%,-5,0.0%,0%,15%,-9%,-4%,5%,2%,6%
CSCCC(NC(=O)c1ccccc1Cl)C(=O)NNC(=O)c1ccccc1O (configuration not stated),-6%,-4%,20,-0.2%,11%,15%,-3%,18%,0%,4%,-3%
O=[N+]([O-])c1ccc(NCCc2ccccc2)c(Br)c1,-5%,-1%,-2,-1.0%,3%,10%,-21%,2%,1%,-7%,-17%
NC(=S)Nc1ccc(C(F)(F)F)cc1Cl,-2%,-12%,-4,0.1%,-12%,5%,-1%,15%,3%,-1%,1%
CCc1c(C)nc2ncnn2c1N1CCCC(C(=O)NCCc2ccc(OC)cc2)C1 (configuration not stated),-2%,x,-6,0.4%,u,u,5%,-9%,-3%,-1%,4%
COc1ccc(S(=O)(=O)N(CC(=O)N2CCCCCC2)c2ccccc2OC)cc1,0%,4%,3,0.2%,11%,2%,6%,7%,1%,-1%,10%
Clc1ccc2nc(CSc3ccccc3)cn2c1,-4%,-7%,-6,-0.5%,u,u,-3%,-22%,-1%,0%,0%
CC(C)CN(C(=O)CSc1nc(-c2ccccc2)cn1N)c1c(N)n(Cc2ccccc2)c(=O)[nH]c1=O,-4%,-7%,-5,4.2%,u,u,-2%,3%,0%,6%,6%
CC(C)c1ccc(S(=O)(=O)c2cnc(=S)[nH]c2N)cc1,-1%,-1%,-9,-0.4%,-8%,-15%,-2%,5%,-1%,0%,0%
COc1cc(OC)cc(-c2oc3cccnc3c2C#CCCO)c1,-7%,u,-12,-1.0%,u,u,3%,-10%,0%,2%,-3%
CC(C)c1ccc(OCC(O)CN2CCN(c3ccccc3)CC2)cc1 (configuration not stated),2%&0%,-3%&5%,-1,0.0%,-1%,-2%,-1%&0%,-9%,1%,-1%,-2%
Cc1ccc(C=C2C(=O)c3ccccc3C2=O)o1,-1%,3%,-1,0.6%,0%,u,1%,-3%,0%,0%,1%
O=C(NCc1cccnc1)C(=O)Nc1nc(C23CC4CC(CC(C4)C2)C3)cs1,-3%,-3%,-3,-0.2%,-4%,u,-7%,-2%,8%,-3%,-14%
COc1ccccc1OCC(=O)OCC(=O)NC1CCCCC1,-1%,7%,9,-0.1%,5%,7%,-1%[46.1 µM],1%,1%,1%,x
CCc1ccc(-n2ccc(=O)c(C(=O)O)n2)cc1,-5%,5%,0,0.4%,3%,5%,-1%,5%,1%,1%,2%
CCOc1ccc(S(=O)(=O)N2CCN(C(=O)c3ccccc3Cc3ccccc3)CC2)cc1,-2%,9%,-4,-0.3%,0%,4%,-2%,23%,-4%,2%,2%
Cc1ccccc1NC(=O)CC(O)(C(F)(F)F)C(F)(F)F,-5%,-3%,-8,0.3%,18%,-8%,-18%,-2%,1%,2%,-1%
O=c1cc(-c2ccccc2)nc2cc(-c3ccco3)[nH]n12,-2%,2%,-13,-0.4%,u,20%,-6%,5%,-5%,3%,5%
CC1CCN(C(=O)c2[nH]cnc2C(=O)N[C@@H](CCCCNC(=O)OC(C)(C)C)C(=O)OC(C)(C)C)CC1,-1%,-2%,-1,-0.4%,1%,u,2%,-5%,-5%,0%,5%
O=c1c2ccccc2nc2c3ccccc3c(NCc3ccccn3)nn12,-2%,-3%,-4,-0.2%,-3%,u,x,-23%,-1%,0%,-3%
CC1CC(C)CN(C(=O)C(Cc2ccccc2)n2cccc2)C1 (configuration not stated),-2%,3%,2,0.5%,1%,-10%,1%,-8%,2%,0%,3%
Cc1ccc(O)c(C(=O)c2cc(C#N)c(=O)n(-c3c(C)n(C)n(-c4ccccc4)c3=O)c2)c1,u,x,-1,-0.2%,-5%,-15%,7%,4%,4%,9%,0%
COCCN(C(=O)CCC(=O)Nc1nccs1)C(C(=O)NCCC(C)C)c1ccc(OC)cc1 (configuration not stated),-3%,-3%,6,-0.9%,5%,4%,-2%,9%,2%,0%,-11%
CCN1CCN(c2ccc(S(=O)(=O)N3CCOCC3)cc2NC(=O)c2ccccc2OC(F)F)CC1,-2%,-4%,13,0.4%,4%,u,4%,22%,17%,1%,3%
COc1ccc(NC(=O)CCCC(=O)O)cc1Cl,-1%,x,2,0.0%,1%,9%,4%,1%,0%,4%,u
CCN(CC)C(=O)CSCC(=O)Nc1ccccc1,0%,-2%,1,0.4%,5%,0%,-4%,1%,-6%,1%,-8%
COc1ccccc1-c1c(C)nn2c(-c3ccccc3)cc(C)nc12,-1%,-2%,-12,0.3%,-10%,u,-2%,-19%,-6%,4%,6%
Cc1sc(NC(=O)c2ccccc2)c(C(c2ccc(Cl)cc2)N2CCN(CCO)CC2)c1C (configuration not stated),-2%,-15%,6,-0.9%,u,-14%,-1%[46.1 µM],-1%,1%,-10%,-24%
Cc1ccc(-c2noc(C3CCN(S(C)(=O)=O)CC3)n2)o1,0%,x,0,-0.1%,-1%,u,0%,6%,0%,1%,-1%
CCN(CC)CCOC(=O)C1c2ccccc2Oc2ccccc21,-6%,7%,18,-0.7%,-1%,8%,x,-1%,-4%,-2%,0%
Cc1ccc(-c2[nH]nc(N)c2N=Nc2ccccc2C)cc1,-3%,0%,-3,0.3%,0%,4%,2%,2%,-3%,1%,-17%
Cc1ccc2cc(CN(C(=O)c3cccs3)c3ccccc3)c(=O)[nH]c2c1,3%,-1%,17,-0.4%,-27%,u,-2%,-1%,0%,2%,12%
CC1CCCN(C(=O)C2CCC(CNc3c(N4CCCCC4)c(=O)c3=O)CC2)C1 (configuration not stated),-2%,-2%,-5,-0.6%,-10%,-3%,-3%,-2%,-3%,-1%,1%
O=C(Nc1ccc(S(=O)(=O)Nc2nccs2)cc1)c1ccccc1OC(F)F,-3%,-5%,-13,-0.8%,7%,14%,2%,-17%,6%,3%,-1%
